GlmU inhibition: inhibition of mycobacterial GlmU enzyme – biochemical, glucosamine-1-phosphate acetyltransferase (AID 1376). M. tuberculosis GlmU acetyltransferase enzyme assay; higher % means a stronger effect. inhibition, %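 (tested at 30 µM in the primary screen)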; hits with a dose series show IC50 in µM. actives 0.25% (n = 220,000); in the data active = inhibition above about 13%;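 note: 0% = complete reaction with vehicle and 100% = reaction without substrate; strong numbers were not always called active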
Mtb RmlCD inh: inhibitors of Mycobacterium tuberculosis RmlC and RmlD coupled enzymes; actives 0.03% (n = 160,000); AID 1533; RmlC+RmlD coupled enzyme assay, percent inhibition; primary screen in compound mixtures; inhibition, % at 3.6 µM; in the data active = inhibition mostly above about 34%, no sharp cut-off; note: some results filed as inactive read as strong as hits
Target sequence (P9WH09 whole entry, looked up): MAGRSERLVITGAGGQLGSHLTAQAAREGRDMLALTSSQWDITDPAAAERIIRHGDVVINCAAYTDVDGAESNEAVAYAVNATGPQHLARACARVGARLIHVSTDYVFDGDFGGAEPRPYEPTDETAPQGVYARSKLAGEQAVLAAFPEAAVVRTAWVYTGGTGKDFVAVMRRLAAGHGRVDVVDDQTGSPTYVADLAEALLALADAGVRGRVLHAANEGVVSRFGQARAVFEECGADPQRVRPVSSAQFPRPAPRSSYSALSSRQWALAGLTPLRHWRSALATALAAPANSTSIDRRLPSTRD
Target sequence (P9WH11 whole entry, looked up): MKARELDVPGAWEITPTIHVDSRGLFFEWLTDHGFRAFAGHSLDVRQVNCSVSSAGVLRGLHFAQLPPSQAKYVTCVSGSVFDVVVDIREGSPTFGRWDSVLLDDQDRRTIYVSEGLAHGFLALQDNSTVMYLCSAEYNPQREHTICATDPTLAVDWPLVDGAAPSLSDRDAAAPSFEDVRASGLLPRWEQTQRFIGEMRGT
An asterisk follows results filed as active; / = not tested or not shown; & = joins results of further samples.

SMILES,Mtb RmlCD inh,GlmU inhibition
CC(C)Nc1nc(NC(C)C)nc(Oc2ccc(OCc3ccccc3)nn2)n1,-3,-3.3%
CCC(C)NC(=O)c1ccccc1NC(=O)C(C)N(c1ccccc1)S(C)(=O)=O (configuration not stated),/,0.9%
CC1CCC(C(C)C)C(OC(=O)Cn2c(-c3ccc(Br)cc3)[n+](C)c3ccccc32)C1 (configuration not stated),-10,-7.6%&-13%
CCCCN(CCCC)c1ncnc2nc[nH]c12,-11,-4.5%
COC(=O)CCN(C(=O)c1cc([N+](=O)[O-])cc([N+](=O)[O-])c1)c1ccccn1,-15,9.1%
CCC1CCCCN1C(=O)COc1ccccc1NC(C)=O (configuration not stated),-4,-7.4%
CC(=O)Nc1ccc(/C=C/c2ccc3c([N+](=O)[O-])cccc3n2)cc1,-4,-3.2%
COc1cccc(N2[C@@H](CC(=O)O)c3ccc(/C=C/C(=O)O)cc3S2(=O)=O)c1,/,0.7%
CN(C)S(=O)(=O)c1ccc(NC(=O)CSc2nnnn2C)cc1,/,0.3%
CN(C)CCOC(=O)CCCCCCCCC(=O)OCCN(C)C,-10,-3.9%
COc1ccc(NC(=S)NN2CCN(C)CC2)cc1,3,2.3%
C=CCn1c(SCc2c(C)noc2C)nc2cc(C(=O)O)ccc2c1=O,/,3.9%
O=C(Cc1cccs1)Nc1ccccc1C(=O)O,-5,-3.9%
O=S1(=O)CCOC[C@H](Cc2ccccc2)N1Cc1ccc(Cl)cc1,/,-5.5%
O=C(c1ccc(Cn2cc([N+](=O)[O-])cn2)o1)N1N=C(C(F)F)CC1(O)C(F)F (configuration not stated),5,1.0%
Cn1c(N2CCN(C(=O)Nc3ccc(F)cc3)CC2)nc2ccccc21,-12,-5.5%
Cc1nc2cc(N3CCCCC3)c(NC(=O)c3ccncc3)cc2c(=O)n1Cc1ccccc1,/,3.2%
CCOC(=O)COc1cc(-n2c(=S)[nH]c3ccccc3c2=O)c(Cl)cc1Cl,-1,-1.2%
COc1ncccc1-c1nnn(-c2ccc(F)cc2)n1,/,-3.9%
O=C(CCn1nnc(-c2cccs2)n1)N1CCc2ccccc2C1,/,-0.6%
COc1ccc(C(c2sc3nc(C)nn3c2O)N2CCc3ccccc3C2)cc1 (configuration not stated),/,-2.7%
CC(C)(C)NC(=O)c1ccc2c(c1)C1C3CCC(C3)C1C(c1ccccc1)N2 (configuration not stated),1,4.9%
O=C(NNc1ccccc1C(F)(F)F)c1sccc1Br,4,6.8%
CCc1nnc(NC(=O)CSc2nnc(COc3cccc(C)c3)o2)s1,0,-2.9%

The list goes on; it opens with the 2 that closed the last part.
SMILES,Mtb RmlCD inh,GlmU inhibition
O=C(NNc1ccccc1C(F)(F)F)c1sccc1Br,4,6.8%
CCc1nnc(NC(=O)CSc2nnc(COc3cccc(C)c3)o2)s1,0,-2.9%
CCSc1nc(N)c2c3c(sc2n1)CN(C)CC3,/,0.4%
O=C(COc1ccccc1)Nc1ccc(N2CCN(C(=O)c3ccco3)CC2)cc1,-1,7.5%
CN(CCO)c1cc(N2CCN(C(=O)c3ccco3)CC2)c2nonc2c1[N+](=O)[O-],/,-4.8%
CCOc1ccc2c(c1)c(C(C)=O)c(C)n2-c1ccccc1,-1,1.2%
CC(=O)OCc1nc2sc3c(c2c(=O)[nH]1)CCCC3,/,4.1%
CCCC(=O)NC(c1ccc(N(C)C)cc1)c1c(O)ccc2ccccc12 (configuration not stated),-34,5.3%
CC(=O)N1N=C(c2ccc(Br)cc2)CC1c1cn(C)c2ccccc12 (configuration not stated),5,-0.2%
CN(C)CCNc1ccc(-c2nn(C)c(=O)c3ccccc23)cc1[N+](=O)[O-],7,-2.5%
C=CCN(c1ccccc1)S(=O)(=O)c1ccc2c(c1)oc(=O)n2C,-63,-1.6%
N=c1n(CC(=O)O)c2ccccc2n1Cc1ccccc1Cl,13,0.8%
O=C(O)/C=C/C(=O)Nc1c(F)cccc1F,-8,2.9%
CC(C)(C)c1ccc(C(=O)CCCSC2=C(C#N)C(c3ccco3)C3=C(CCCC3=O)N2)cc1 (configuration not stated),-9,/

A second format for four compounds above:
> CC(=O)OCc1nc2sc3c(c2c(=O)[nH]1)CCCC3
  Mtb RmlCD inh: /; GlmU inhibition: 4.1%
> CCCC(=O)NC(c1ccc(N(C)C)cc1)c1c(O)ccc2ccccc12 (configuration not stated)
  Mtb RmlCD inh: -34; GlmU inhibition: 5.3%
> CC(=O)N1N=C(c2ccc(Br)cc2)CC1c1cn(C)c2ccccc12 (configuration not stated)
  Mtb RmlCD inh: 5; GlmU inhibition: -0.2%
> CN(C)CCNc1ccc(-c2nn(C)c(=O)c3ccccc23)cc1[N+](=O)[O-]
  Mtb RmlCD inh: 7; GlmU inhibition: -2.5%

New compounds follow.
SMILES,Mtb RmlCD inh,GlmU inhibition
O=C(c1cccc(COc2cccc3ccccc23)c1)N1CCCC1,/,3.9%
CC(C)(C)N1CC2(c3ccccc3)CN(C(C)(C)C)CC(c3ccccc3)(C1)C2=O,3,0.2%
COc1ccc(C(=O)NCCCN2CCCC2=O)cc1,-13,3.5%
O=S(=O)(Nc1ccc(OC(F)(F)F)cc1)c1cccc2nonc12,5,-0.8%
CC(=O)Nc1nc(SCc2ccc(Cl)cc2Cl)n[nH]1,/,0.3%
O=C(NCCSc1c[nH]c2ccccc12)C1CC1,-7,-1.1%
COc1ccccc1N1CCN(C(=O)c2cc3n(n2)C(C(F)(F)F)CC(c2ccco2)N3)CC1 (configuration not stated),/,-3.9%
CC(=O)N1N=C(c2cccnc2)OC1c1ccccc1Cl (configuration not stated),8,2.2%
CC(=O)Nc1cc(C(=O)N2CCCC2)ccc1S(=O)(=O)c1ccc(Cl)cc1,-7,8.5%
CNC(C)c1cc(OC)ccc1OC (configuration not stated),7,1.1%
Cc1ccc(=O)n(C(C(=O)NCc2ccco2)C(=O)c2ccc(F)cc2)c1 (configuration not stated),/,1.6%
O=C(NC(c1ccccc1)c1ccccc1)N1CCOCC1,-4,5.3%

Single records, from the list above. Screens in order: Mtb RmlCD inh | GlmU inhibition
Results for `CC(C)(C)N1CC2(c3ccccc3)CN(C(C)(C)C)CC(c3ccccc3)(C1)C2=O` → 3 | 0.2%
Results for `O=C(NCCSc1c[nH]c2ccccc12)C1CC1` → -7 | -1.1%

Next section:
SMILES,Mtb RmlCD inh,GlmU inhibition
Cc1cc(C)n(C2=NS(=O)(=O)c3ccccc32)n1,-37,-1.5%
Cc1ccccc1C(=O)NC(C(N)=O)P(=O)(OC(C)C)OC(C)C (configuration not stated),/,5.5%
CC(C)C(c1nnnn1Cc1cccs1)N1CCN(C2CCCC2)CC1 (configuration not stated),9,-1.9%
O=C(C1=C[C@@H](c2ccc3c(c2)OCO3)C[C@@H](OCc2ccc(CO)cc2)O1)N1CCOCC1,/,0.3%
COc1ccccc1C(=O)N1CCN(c2nc3cc(C)c(C)cc3cc2C#N)CC1,-11,3.4%
CCn1c(SCC(=O)NCc2ccc(F)cc2)nc2c(c1=O)SC(C)C2 (configuration not stated),-4,5.5%
Cc1ccc(C(=O)Nc2ncc(Cc3ccc(SC(F)F)cc3)s2)cc1,-5,1.4%
CCc1cccc(C)c1NC(=O)CN(C)Cc1cccc(F)c1,9,1.8%
Cc1ccc(CCNC(=O)CN(C)S(=O)(=O)c2ccc3c(c2)c(=O)n(C)c(=O)n3C)cc1,6,2.3%
COCCn1c(=NC(=O)CSCC(=O)NC2CCCCC2)sc2cc(OC)ccc21,-7,3.8%
CNc1ccccc1C(C)(C)c1cc(-c2ccco2)n[nH]1,/,8.3%
O=C(CN1C(=O)CSc2ncccc21)N1CCOCC1,-9,-1.9%
CCCNS(=O)(=O)c1ccc(OCC(=O)OC)cc1,0,7.6%
O=C(NC(Nc1cc(C(F)(F)F)ccc1Cl)C(=O)c1ccccc1)c1ccccc1 (configuration not stated),45,2.0%
COc1cc(/C=N/n2c(SC)nnc(C(C)(C)C)c2=O)ccc1O,/,-1.7%
Cc1ccc(CNC(=O)CCc2c(C)nc3ncnn3c2C)cc1,/,0.4%
N#C/C(=C(/O)COc1cccc2ccccc12)c1nc2ccccc2[nH]1,9,-6.7%
CC(NC(=O)C1CCCCC1)C(=O)NC1=NCCS1 (configuration not stated),-6,4.3%
CC(C)(C)OC(=O)C(C(=O)OC(C)(C)C)c1ccc(Cl)nn1,7,-0.1%
COC(=O)c1cc(C(=O)Nc2nnc(CC(C)C)s2)cc([N+](=O)[O-])c1,-1,4.0%
C[C@]1(C(=O)NCCN2CCOCC2)C=C[C@@H](Cc2ccccc2)N1C(=O)c1ccccc1,/,1.4%
CNc1nc(OCC#N)nc(N2CCCCC2)n1,-2,73%
COC(=O)CN1C(=O)C(O)(CC(=O)c2ccc(Cl)cc2)c2ccccc21 (configuration not stated),8,-2.2%
COc1cc(C(=O)N2CCN(C(=O)COc3ccc4ccccc4c3)CC2)cc(OC)c1OC,-7,-4.0%
CCCC(NS(=O)(=O)c1ccc(C)cc1)C(=O)O (configuration not stated),/,-0.8%
Cn1c(SCC(=O)Nc2cccc(C(=O)O)c2)nnc1-c1cc2cc(Br)ccc2o1,-10,1.1%
Cc1cccc(CCNS(=O)(=O)c2ccc3c(c2)n(C)c(=O)c(=O)n3C)c1,-8,-0.8%
COc1ccc(N2CCN(C(=O)COc3ccc(Cl)cc3Cl)CC2)cc1,/,-5.9%
CCN1CCCC1CN(Cc1cc2ccc(C)cc2[nH]c1=O)C(=S)Nc1ccc(OC)cc1 (configuration not stated),-14,6.5%
O=C(c1cc(-c2ccc(Cl)cc2)n(-c2ccc(Cl)c(Cl)c2)n1)N1CCOCC1,/,-2.6%
COc1ccccc1N1CCN(Cc2cccc(OC)c2OC)CC1,-6,4.7%
CC(=O)N(CN1C(=O)CCC1=O)c1cccc(Cl)c1,-10,-0.7%
CN(C)CCOC(=O)c1ccc2[nH]c3c(c2c1)CSCC3,-6,-6.9%
COC(=O)CNC(=O)CSc1nnc2cc(C)c3ccccc3n12,-15,0.4%
CCOc1ccc(C(=O)N2CCCC2)cc1,/,-2.8%
CC(C)(C)NC(=O)N1CCN(c2nc(-c3ccccc3)ns2)CC1,10,-3.1%
CCOc1ccc(NC(=O)CCC(=O)c2ccc(-c3ccccc3)cc2)cc1,11,0.7%
CC(C)c1ccc(/C=C/C(=O)NC2=NCCS2)cc1,7,/
COc1ccccc1NC(=O)COc1ccc(Br)cc1CNCCCN1CCOCC1,3,-4.5%
Cc1cc([N+](=O)[O-])c2[nH]c(C(=O)N/N=C/c3ccccc3C(=O)O)c(-c3ccccc3)c2c1,6,/
COc1ccc(-n2c(C)cc(C(=O)COC(=O)Cn3cnc4ccccc43)c2C)cc1,/,-1.0%
O=C(Nc1c(C(=O)N2CCCCC2)cnn1-c1ccccc1)c1ccccc1,8,8.5%
CC1CC(=O)N(CC(=O)Nc2ccc3c(c2)OCO3)c2ccccc2S1 (configuration not stated),3,2.4%
CC1(C)CC(=O)C(C=NCc2ccccn2)=C(O)C1,/,6.8%
CCOC(=O)c1cccc(NC(=O)CNC(=O)C2CCCCC2)c1,-2,-4.1%
O=C(O)CCc1nc2cc(Cl)ccc2n(Cc2ccccc2)c1=O,-4,2.4%
O=C1OCc2cc(NC(=O)C3CCCO3)ccc21 (configuration not stated),-9,-0.4%
CC(C)(C)C1=Nn2c(nnc2-c2n[nH]c3c2CCC3)SC1,-7,-2.8%
O=C(Nc1ccccc1)N(O)c1ccc(Cl)cc1,/,-7.0%
CC(C)OP(=O)(OC(C)C)C(O)c1ccc2c(c1)OCO2 (configuration not stated),7,0.5%
CCOC(=O)CCc1c(C)c(C#N)c2[nH]c3ccccc3n2c1=O,-1,1.2%
CC1CN=C(Nc2cccc3ccccc23)S1 (configuration not stated),/,4.5%
Nc1cc(=O)nc(SCC(=O)Nc2ccccc2)n1-c1ccccc1,26,3.4%
O=C(O)CCCn1cc(NC(=O)c2ccc(Br)o2)cn1,/,1.1%
Cc1ccccc1C(=O)NNC1CC(=O)N(c2ccc3c(c2)OCCO3)C1=O (configuration not stated),17,4.5%
C=CCNC(=O)C1CC(=O)N(c2ccc(C)cc2)C1 (configuration not stated),-1,-0.9%
CCCCNC(=O)NS(=O)(=O)c1ccc(NC(=O)C(NC(N)=O)C(C)CC)cc1 (configuration not stated),/,-0.8%
CCCn1c(-c2cc(OC)c(OC)c(OC)c2)nc2nc3ccccc3nc21,30,1.9%
COc1ccccc1N=C(C)C1=C(O)CC(c2ccccc2)CC1=O (configuration not stated),8,-3.2%
COc1ccc(COC(=O)NNC(=O)c2ccc(OC)cc2)cc1,/,-0.2%

(list continues)
SMILES,Mtb RmlCD inh,GlmU inhibition
COC(=O)c1c(NC(=O)CN2CCC3(O)CCCCC3C2c2ccccc2OC)sc(C)c1C (configuration not stated),/,-8.7%
O=C(Nc1nnc(Cc2ccccc2)s1)c1cccnc1,-1,8.5%
CC(C)(C)Sc1nc(O)cc(=O)[nH]1,6,0.0%
Cc1ccccc1-c1nc(CN2CCSCC2)c(C)o1,-7,1.3%
COc1ccc(CN2CCNC(=O)C2CC(=O)NCCC2=CCCCC2)cc1OC (configuration not stated),9,5.0%

Source: PubChem

The list is partial; the hit share may differ from the screen's.
